5HT1E ag: 5-HT1E (human) receptor agonism. P28566. CHO 5-HT1E Ga15 NFAT-bla reporter, FRET; 0% DMSO wells, 100% control agonist wells. activation, % at 6 µM. hit rate 0.69% among 65,000;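 active means activation above a set limit, the screen-wide mean activation plus 3 SD, cut at about 8.5% in these data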;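 further: 100% = positive control agonist at 1 µM giving full maximal response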
S1P1 ag-PAM: agonists and agonism potentiators of human S1P1 receptor | P21453 | activation, % at 9.5 µM | S1P1 CRE-bla cells, forskolin, beta-lactamase FRET, potentiator mode; S1P1 agonist co-added at EC20, 2 nM; 100% = saturating reference agonist, 0% = basal | hit rate 0.57% among 56,000;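 active means activation above a cutoff set at the mean activation of all tested compounds plus 3 SD, cut at about 54% in these data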;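 further: forskolin at 4 µM as EC80 and the EC20 agonist is SEW2871; 100% = SEW2871 at its EC100 plus forskolin at EC80; some compounds past the cut are filed as inactive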
Target sequence (P21453 whole entry, looked up): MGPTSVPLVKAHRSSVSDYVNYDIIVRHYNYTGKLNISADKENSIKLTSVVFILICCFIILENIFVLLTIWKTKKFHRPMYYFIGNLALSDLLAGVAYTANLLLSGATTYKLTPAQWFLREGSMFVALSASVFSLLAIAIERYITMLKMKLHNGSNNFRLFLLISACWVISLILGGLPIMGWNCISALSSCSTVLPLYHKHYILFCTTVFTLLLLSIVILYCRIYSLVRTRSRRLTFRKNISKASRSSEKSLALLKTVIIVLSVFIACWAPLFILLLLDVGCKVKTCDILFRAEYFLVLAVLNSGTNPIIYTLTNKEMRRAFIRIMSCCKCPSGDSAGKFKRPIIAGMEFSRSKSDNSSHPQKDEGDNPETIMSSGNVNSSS
5HT1E antag: blocks the human 5-HT1E serotonin receptor. P28566. CHO 5-HT1E Ga15 NFAT-bla reporter, FRET, antagonist. inhibition, % at 6 µM. hit rate 0.99% among 65,000. AID 571;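 active means inhibition above a set limit, the mean inhibition across every tested compound plus 3 SD, cut at about 29% in these data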;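 further: signal is the 460 over 535 nm emission ratio of beta-lactamase substrate; 0% = agonist plus DMSO wells and 100% = wells without agonist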
M1 ag: M1 muscarinic receptor agonism | CHO-M1 cells, Fluo-4 calcium fluorescence, agonist mode; hits give high values | B-score at 10 µM | hit rate 3% among 64,000 | AID 626;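 active means fluorescence rise, raw or as B-score row- and column-corrected plate score, outside the 99.7% band of its plate's samples, either direction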
HEK293 NFkB inh: lowers PMA/ionomycin-induced NF-kB signal in HEK293 cells. hit rate 0.21% among 62,000. inhibition, % at 3 µM. HEK-293 NF-kB luciferase reporter, luminescence;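 active means inhibition above the mean of all tested compounds plus 3 SD, cut at about 40% in these data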;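 further: 0% = stimulated DMSO wells and 100% = 10 µM reference inhibitor 5653914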
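Reagent: PMA plus ionomycin mix as NF-kB-activating stimulus. Assay system: NF-kB luciferase reporter HEK-293 cells. Technique: luminescence from luciferase substrate reagent. Incubation: 1 h compound pre-incubation, 16 h PMA/ionomycin at 37 °C. Benchmarks: DMSO only as uninhibited control, 10 µM reference inhibitor as full inhibition. Repeats: tested once.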
S1P3 ag: agonists of human S1P3 receptor; Q99500; S1P3 NFAT-BLA reporter cells, agonism, FRET ratio; relative to 1 µM S1P, basal subtracted; activation, % at 4.5 µM; hit rate 0.1% among 60,000;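 active means activation above the screen-wide mean plus 3 SD, cut at about 4.5% in these data, passing the limit was not always enough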; further: some compounds called inactive have numbers as strong as hits
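Assay system: stable CHO line with human S1P3, Gα16, NFAT-BLA reporter; Detection: FRET β-lactamase substrate fluorescence, excitation 405 nm, 460/535 nm emission ratio, background-subtracted; Read-out: percent activation versus median 1 µM S1P response, basal-subtracted, per plate; Incubation: cells plated overnight, compound 4 h 37 °C, substrate 2 h RT.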
Jurkat viability: cytotoxic compounds reducing Jurkat cell viability | Jurkat E6.1 viability, ATP luminescence, 48 h | inhibition, % at 4 µM | hit rate 1.2% among 56,000;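 active means inhibition above the mean inhibition of all tested compounds plus 3 SD, cut at about 28% in these data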
HER2 expr 66K: inhibitors of human Her2 kinase expression. P04626. SKBR-3 HER2 protein level, AlphaScreen, 18-24 h; hits give low values. HER2 level % of control, % at 10 µM. hit rate 0.69% among 65,000;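 active means HER2 level under 5% of the carrier-only control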;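 further: 100% = DMSO carrier and 0% = 500 nM PU-H71 HSP90 inhibitor; lower value means stronger loss of Her2 protein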
M1 antag: blocks the rat M1 muscarinic receptor response to acetylcholine; P08482; B-score at 10 µM; CHO-M1 cells, Fluo-4 calcium, ACh EC80 antagonist mode; hits give low values; AID 628; hit rate 3.4% among 64,000;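 active means calcium fluorescence response, raw or row-and-column corrected B-score, differing from the plate sample mean either way at a set confidence level, mostly lower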
Target sequence (P08482 whole entry, looked up): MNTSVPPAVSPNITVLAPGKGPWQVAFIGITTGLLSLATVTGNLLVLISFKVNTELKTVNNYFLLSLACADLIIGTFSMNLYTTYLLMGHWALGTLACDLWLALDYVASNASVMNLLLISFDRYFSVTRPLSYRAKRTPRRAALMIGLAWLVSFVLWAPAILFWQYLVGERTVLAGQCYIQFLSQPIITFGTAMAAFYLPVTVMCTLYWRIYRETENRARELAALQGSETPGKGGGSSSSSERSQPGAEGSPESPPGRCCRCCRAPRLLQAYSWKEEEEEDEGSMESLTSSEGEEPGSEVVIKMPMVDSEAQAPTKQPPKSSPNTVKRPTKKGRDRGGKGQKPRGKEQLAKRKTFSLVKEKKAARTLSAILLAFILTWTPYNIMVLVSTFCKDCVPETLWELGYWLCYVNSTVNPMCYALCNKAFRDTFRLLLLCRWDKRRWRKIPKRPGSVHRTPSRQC
An asterisk follows results filed as active; . = not tested or not shown.

SMILES,5HT1E ag,S1P1 ag-PAM,5HT1E antag,M1 ag,HEK293 NFkB inh,S1P3 ag,Jurkat viability,HER2 expr 66K,M1 antag
O=C(CCCN1C(=O)c2ccccc2C1=O)NCc1cccnc1,-0.1,.,0,0.8,9,0.2,1,.,-0.25
COc1ccc(NC(=O)C23CCC(C)(C(=O)C2)C3(C)C)cc1 (centres undefined),-0.2,-19,0,-0.41,13,-0.8,4,69,-1.5
COc1ccc(NC(=O)c2cnc3n(c2=O)CCS3)cc1OC,1.0,-4,0,-0.17,-4,0.4,-5,119,0.91
Cc1ccc(S(=O)(=O)NCCC(=O)NCc2ccccc2)cc1,-0.2,-6,-10,-1,9,0.6,5,94,-0.42
CC1Cc2ccccc2N1C(=O)CCn1c(=O)sc2ccccc21 (centres undefined),0.6,-10,-3,2.1,5,0.6,-15,68,-0.0083
O=C(O)c1ccc(S(=O)(=O)Nc2ccc(F)c(Cl)c2)cc1,0.6,-25,-5,-0.27,1,-1.2,-4,97,-0.1
COc1cccc(OCCN2CCN(c3ncnc4c3cnn4-c3ccccc3)CC2)c1,0.2,-1,-10,1.7,.,-4.2,.,106,-1.1
c1ccc(CNn2c(N3CCOCC3)nc3ccccc32)cc1,-1.2,-8,-8,-0.63,-7,-0.8,0,101,-2
CC(=O)N1CCN(S(=O)(=O)c2ccc(C)cc2)C1c1ccc(N(C)C)cc1 (centres undefined),-0.5,.,-3,-0.56,16,.,.,68,0.037
COc1ccc(N2Cc3cccc(C(=O)NC(C)CCc4ccco4)c3C2=O)cc1 (centres undefined),1.6,-27,-1,-0.37,8,-0.8,3,93,0.6
O=C(Oc1ccc(-c2cn3c(n2)SCC3)cc1)c1ccccc1,-0.6,5,-13,-0.43,7,-0.5,6,78,-0.18
CC(=O)Nc1cccc(Cn2cccn2)c1,0.4,.,-2,-0.95,10,-1.0,-2,79,-0.9
COc1cc(OC)c(C2C(C#N)=C(N)OC3=C2C(=O)CC(C)(C)C3)cc1OC (centres undefined),-1.0,-5,-1,0.98,4,-0.7,-5,74,-0.86
COc1cc(N2CN=c3s/c(=C\c4ccccn4)c(=O)n3C2)cc(OC)c1OC,-0.2,-20,-3,-0.45,8,-1.1,-2,103,0.027
O=C(CSc1nnc(-c2cccs2)n1-c1ccccc1)NCc1ccco1,-1.0,-8,5,-0.27,-3,-0.9,-2,134,0.64
O=C(CCCOc1ccc(Cl)cc1Cl)NCCCO,0.0,-6,-8,-0.54,9,-0.1,-1,74,-0.14
C=C1CSc2nc(=O)c3c4c(sc3n21)CCCC4,0.1,-18,5,0.51,22,-0.6,-3,102,0.051
Cc1c(C(=O)c2no[n+]([O-])c2C(=O)c2cnn(C)c2C)cnn1C,-1.1,-22,10,5.8,10,0.5,-3,95,-0.34
COc1cc(OC)cc(C(=O)NCc2n[nH]c(=S)n2-c2ccccc2OC)c1,1.0,-18,3,0.64,8,-1.4,3,105,0.021
CN(C(=O)C1CCOC1)c1nnc(-c2cnccn2)s1 (centres undefined),-0.4,-8,-7,-0.53,12,0.3,-14,94,-0.24
CCC(C)n1cnc2c(c1=O)c1nc3ccccc3nc1n2-c1ccc2c(c1)OCCO2 (centres undefined),-1.0,-16,-6,0.095,9,0.6,2,96,-0.49
C=C(C)Cn1c(CCNC(=O)C(C)C)nc2ccccc21,-0.1,-13,-4,1.7,-2,-0.8,6,96,-0.054
CCCn1c(Sc2nnnn2-c2ccccc2)n[nH]c1=O,0.8,-2,4,0.2,11,-0.6,-2,94,1.4
Cn1cc(S(=O)(=O)N2CCC(Cc3ccccc3)CC2)c(=O)n(C)c1=O,0.5,-8,-8,-1.2,10,0.0,-2,86,1.2
N#Cc1c(NCCN)nc(NCc2ccccc2)c2c1CCN(Cc1ccccc1)C2,1.0,10,0,-0.44,.,-4.0,.,116,-0.42
O=C(O)C1C2C=CC(C2)C1C(=O)OCC1CCCO1 (centres undefined),-0.2,.,-3,0.46,19,-1.0,-4,83,0.29
O=C(NCCN1CCOCC1)c1cc(-c2ccc(Cl)cc2)on1,0.2,-14,-4,0.47,15,-0.3,1,85,-0.0052
OC1(C2(O)CC(c3ccccc3)ON2)CCCCC1 (centres undefined),0.0,12,-4,0.048,.,-1.5,.,122,0.11
CCc1c(C)nc(SCC(=O)Nc2cccc(Br)c2)[nH]c1=O,0.1,-14,10,0.00086,25,-0.9,14,89,0.46
CCn1c(COc2ccccc2)nnc1SCC(=O)CC(=O)Nc1ccccc1OC,-0.1,18,2,-0.031,13,-0.4,4,56,0.049
CCOC(=O)c1c(N)sc2c(NC(C)=O)cccc12,0.2,-6,3,-0.096,19,-0.5,-3,103,-1.4
O=C1CC(Sc2nnc(-c3ccccc3)o2)C(=O)N1c1ccccc1 (centres undefined),-0.1,10,-8,-0.45,21,-0.4,1,8,0.057
CCC(NC(=O)Nc1nnc(C(F)(F)F)s1)(C(F)(F)F)C(F)(F)F,-0.6,112*,66*,0.73,.,-10,.,14,-0.025
CCOC(=O)c1c(NC(=O)OC)sc2c1CCC2,0.1,.,1,-0.067,3,-0.7,1,98,0.021
COC(=O)Cc1csc(Nc2c(C)n(C)n(-c3ccccc3)c2=O)n1,-0.1,-16,-1,0.36,21,-0.9,-1,52,-1.5
COc1cc(-c2c(C#N)c(N)nc(SCc3ccncc3)c2C#N)cc(OC)c1OC,1.5,15,2,0.28,26,-0.4,-2,67,0.15

Three entries out of the list, arranged by molar mass, low to high.
SMILES,5HT1E ag,S1P1 ag-PAM,5HT1E antag,M1 ag,HEK293 NFkB inh,S1P3 ag,Jurkat viability,HER2 expr 66K,M1 antag
O=C(O)C1C2C=CC(C2)C1C(=O)OCC1CCCO1 (centres undefined),-0.2,.,-3,0.46,19,-1.0,-4,83,0.29
c1ccc(CNn2c(N3CCOCC3)nc3ccccc32)cc1,-1.2,-8,-8,-0.63,-7,-0.8,0,101,-2
O=C(NCCN1CCOCC1)c1cc(-c2ccc(Cl)cc2)on1,0.2,-14,-4,0.47,15,-0.3,1,85,-0.0052

Remaining list, next part:
SMILES,5HT1E ag,S1P1 ag-PAM,5HT1E antag,M1 ag,HEK293 NFkB inh,S1P3 ag,Jurkat viability,HER2 expr 66K,M1 antag
Cc1cc2c(cc(C(=O)OC(C(=O)NCc3ccco3)C(C)C)n2C)o1 (centres undefined),0.2,1,-8,0.044,8,-0.3,0,117,-0.7
O=C(Nc1ccc2oc(=O)ccc2c1)c1cccnc1,-1.1,4,-1,-0.059,8,0.2,0,65,-0.054
Cc1ccc(OCCn2c(NC(=O)c3ccco3)nc3ccccc32)cc1,0.6,-9,5,-0.11,4,-1.5,9,35,0.00047
N#Cc1c(NC(=O)CN2CCOCC2)oc(-c2ccccc2)c1-c1ccccc1,0.6,.,-8,0.44,16,-1.4,1,85,0.13
CC(=O)c1cccc(NC(=O)N2CCc3ccccc3C2)c1,-1.2,-5,19,-0.07,20,-1.4,13,126,-0.38
CCCCN(C)CCCNC(=O)CCn1nc(-c2ccccc2)ccc1=O,22*,-3,6,-0.57,15,-1.3,0,89,-0.69
Cc1ccc(S(=O)(=O)Cc2ccc(C(=O)NCCCN3CCN(C)CC3)o2)cc1,1.1,-18,-7,-0.56,9,0.5,4,98,-0.015
O=S(=O)(NC1=NCCCCCC1)c1cccs1,-0.1,-10,4,-0.33,2,-0.7,1,129,0.01
Cc1cc(NC(=O)Nc2cc(C)nn2-c2ccccc2)n(-c2ccccc2)n1,-0.7,-12,-7,0.031,8,-0.1,1,93,0.44
O=C1C(=O)N(CCN2CCOCC2)C(c2ccncc2)/C1=C(/O)c1ccc2c(c1)OCO2 (centres undefined),-0.4,.,-4,0.49,6,-0.5,-6,89,0.27
CCOC(=O)C1C(=O)NC(N2CCOCC2)=NC1C(C)C (centres undefined),0.7,-9,-3,.,5,0.2,-10,52,.
Cc1nc2nc[nH]n2c(=O)c1NC(=O)c1c(-c2ccccc2Cl)noc1C,-0.4,-18,-10,0.97,10,0.3,5,87,-0.031
CCSc1nc2cc(OC)c(OC)cc2c(=O)n1CC,-0.1,-36,18,0.25,13,0.6,5,85,-3.1*
Cc1cc(C)c(S(=O)(=O)Nc2cccc3nsnc23)c(C)c1,-1.0,10,8,0.22,4,-0.2,-6,105,-0.18
Nc1nc(-c2ccc3c(c2)OCCO3)cs1,0.1,21,1,-0.3,-17,-1.2,3,125,0.061
O=C(N1CCOCC1)N1CCOCC1,-0.9,-5,1,1.7,6,-0.5,0,112,-0.37
Cc1cccc(C2N(c3ccc(F)cc3)C(=O)C3CCCN32)c1 (centres undefined),0.4,-19,-4,0.063,22,-0.2,-13,57,0.015
CCSc1nc(=O)n(-c2ccccc2)c(C)c1C(C)=O,0.1,2,-4,-0.059,10,-1.4,-1,132,-0.052
COCc1nnc(NC(=O)CC(C)c2ccccc2)s1 (centres undefined),0.2,20,5,-0.017,7,1.2,-6,88,-0.96
Cc1cc(C)c2cc(CN(Cc3ccc4c(c3)OCO4)Cc3nnnn3Cc3ccco3)c(=O)[nH]c2c1,0.4,-13,-9,-0.38,11,0.7,-4,77,0.18
COc1ccc(-c2csc(N(CC3CCCO3)C(=O)c3cccs3)n2)cc1 (centres undefined),0.8,-4,5,-0.36,-2,-1.8,1,88,0.29
O=C(Cn1c(=O)oc2ccccc21)NCc1ccco1,-0.3,-29,-10,-0.46,10,0.5,2,92,0.57
Cc1cc(-c2ccccc2)n(-c2ccc(C(=O)N3CCN(c4ncccn4)CC3)cc2)n1,1.1,-17,-3,9.2*,-5,0.1,1,88,-1
O=C(CSc1ncn(-c2ccccc2)n1)Nc1nc2c(s1)CCCC2,0.4,-16,-6,0.58,14,0.0,-2,77,-2.5
C=CCn1c(=O)c(C(=O)Nc2nnc(C)s2)c(O)c2ccccc21,0.2,-9,-7,-0.85,-1,0.5,5,94,0.35
COc1ccc(/C(O)=C2/C(=O)C(=O)N(CCN3CCOCC3)C2c2ccccn2)cc1OC (centres undefined),-0.2,-2,3,-0.23,.,-4.1,.,131,0.77
COC(=O)Cc1ccc(NC(=O)c2ccc(Br)o2)cc1,-0.1,-8,1,-0.025,-5,-0.9,-6,79,-0.37
O=C(c1cc2ccccc2o1)N1CCCCCC1,0.2,11,-2,0.39,8,-0.6,-6,112,-0.28
Cc1cc2c(nn1)CCc1nonc1-2,-0.9,.,10,0,-1,-0.5,-1,107,0
O=C(O)CCCCNS(=O)(=O)c1ccc(Cl)c(C(F)(F)F)c1,0.1,3,-8,0.085,6,-0.5,-6,130,0.14
Cc1ccc(SCCNC(=O)C(CO)(CO)CO)cc1,0.0,-14,4,0.25,5,-1.6,3,97,0.1
CCOC(=O)Cc1nnc(NC(=O)CSc2nncn2C)s1,0.3,.,-1,-0.041,16,-1.1,1,93,-0.039

Screening results: PubChem, several laboratories
